SR-BI uptake up: activators of SR-BI mediated DiI-HDL uptake, primary screen, ldlA[mSR-BI] CHO cells, DiI fluorescence; 3 h; 100 = double the neutral-control signal; activation, % at 12.5 µM; 320,000 compounds, 0.096% hits; AID 504775, 2011;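 active = mean replicate activation of at least 60% and every replicate at or above 60%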;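 also: 0% = median plate neutral-control signal and 100% = twice that signal; values of inactives mirror those of a sister screen read the other way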
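Assay system: LDL receptor-deficient CHO ldlA cells overexpressing murine SR-BI / Medium: BSA-supplemented, HEPES-buffered Ham's F12, pH 7.4 / Probe or stimulus: DiI-labelled HDL at 10 µg/mL final / Timing: compound with DiI-HDL co-incubation, 3 h at 37 °C / Technique: bottom-read cell fluorescence after medium removal, ex 550/em 595 nm / Measure: HDL uptake via cellular fluorescence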
NSD2 HMT inh: NSD2 histone methyltransferase inhibitors, primary screen, biochemical, AlphaScreen, single concentration, set 2; Histone-lysine N-methyltransferase NSD2 (Homo sapiens), O96028; NSD2 peptide methylation, 120 min; inhibition, % at 12.5 µM; 310,000 compounds, 0.54% hits; AID 743445, 2014; in the data active = inhibition above about 50%
Keap1-Nrf2 PPI: Keap1-Nrf2 protein-protein interaction inhibitors, primary screen, biochemical, fluorescence polarization, single point | Keap1 Kelch-Nrf2 peptide fluorescence polarization, 1536-well | 340,000 compounds, 0.15% hits | inhibition, % at 9.4 µM | Kelch-like ECH-associated protein 1 (Homo sapiens), Q14145 | AID 504523, 2011; in the data active = inhibition above about 12%;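 also: human Keap1 Kelch domain with fluorescein labeled Nrf2 9mer peptide probe; 0% = neutral control wells and 100% = peptide positive control; higher means more block of Keap1 binding to Nrf2 peptide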
LANA DNA inh: inhibitors of KSHV C-LANA binding to DNA, primary screen, biochemical, fluorescence polarization, FAM-LBS DNA, MBP-C-LANA, single point; Kaposi's sarcoma herpesvirus LANA C-terminal domain (residues 932-1162) DNA binding; inhibition, % at 9 µM; 340,000 compounds, 0.078% hits; AID 504423, 2011;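 active = highest replicate inhibition at or above 60% at 9 µM, even if other replicates fall short; inactive = all replicates below 60% inhibition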;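 also: 0% = neutral control wells and 100% = 4 µM acridine orange control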
PvdQ inh: P. aeruginosa PvdQ acylase inhibitors, primary screen, biochemical, fluorescence, plate reader and imaging, single point; PvdQ acylase [Pseudomonas aeruginosa LESB58]; purified PvdQ acylase; inhibition, % at 10 µM; 340,000 compounds, 0.063% hits; in the data active = inhibition above about 30%, passing the limit was not always enough;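 also: 0% = vehicle neutral wells and 100% = reference inhibitor wells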
SR-BI HDL uptake: inhibitors of SR-BI mediated HDL lipid uptake, primary screen, ldlA[mSR-BI] cells, fluorescence, single point | inhibition, % at 12.5 µM | Scavenger receptor class B member 1 (Mus musculus), Q61009 | 320,000 compounds, 0.96% hits | ldlA[mSR-BI] CHO cells, DiI-HDL uptake fluorescence, 3 h;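 active = mean replicate inhibition of at least 70% and a set share of replicates each scoring 70 or more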;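 also: 0% = median of neutral control wells and 100% = median of positive control wells; values of inactives mirror those of a sister screen read the other way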
Target sequence (Q61009 whole entry, looked up): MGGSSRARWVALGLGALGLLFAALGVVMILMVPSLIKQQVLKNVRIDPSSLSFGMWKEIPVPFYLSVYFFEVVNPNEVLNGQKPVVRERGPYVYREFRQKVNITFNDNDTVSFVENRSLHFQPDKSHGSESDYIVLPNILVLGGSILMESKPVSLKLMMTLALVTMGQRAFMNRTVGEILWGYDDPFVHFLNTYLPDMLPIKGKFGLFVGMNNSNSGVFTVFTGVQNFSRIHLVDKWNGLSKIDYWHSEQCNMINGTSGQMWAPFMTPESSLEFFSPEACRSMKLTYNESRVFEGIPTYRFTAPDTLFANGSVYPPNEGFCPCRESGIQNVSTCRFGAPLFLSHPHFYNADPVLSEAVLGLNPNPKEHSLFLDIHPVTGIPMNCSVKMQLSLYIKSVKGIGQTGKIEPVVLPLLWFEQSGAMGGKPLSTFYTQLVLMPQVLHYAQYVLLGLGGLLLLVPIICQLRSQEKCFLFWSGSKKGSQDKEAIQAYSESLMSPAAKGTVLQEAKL
RTF Ca sens inh: cardiac RTF calcium sensitivity inhibitors, primary screen, biochemical, IANBD-TnC fluorescence, EC70 calcium. Troponin I, cardiac muscle (Homo sapiens) + Troponin T, cardiac muscle (Homo sapiens) + …. 340,000 compounds, 0.12% hits. inhibition, % at 7.15 µM. IANBD-labeled cardiac RTF, Ca2+ fluorescence;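 active = inhibition above the mean inhibition of all tested compounds plus 3 SD, cut at about 17% in these data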;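 also: assay run at fixed EC70 calcium of 1.6 mM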
DAGLB inh: DAGLB lipase inhibitors, primary screen, biochemical, fluorescence, HTS; Diacylglycerol lipase-beta (Homo sapiens), Q8NCG7; HEK293T DAGLB membrane lysate, EnzChek fluorogenic substrate; inhibition, % at 5.17 µM; 340,000 compounds, 0.059% hits; AID 504411, 2011; in the data active = inhibition above about 34%;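 also: 0% = enzyme with vehicle and 100% = wells lacking enzyme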
Arr AP2 block: inhibitors of beta-arrestin/AP2 binding, primary screen, biochemical, GPCR trafficking, flow cytometry | beta-arrestin 1 C-terminal peptide binding to AP2 beta2-adaptin appendage (human) | FITC-arrestin peptide / GST-AP2 beads; AP2 beta2 appendage carries R879A mutation | inhibition, % at 10 µM | 340,000 compounds, 0.31% hits | AID 504490, 2011;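 active = inhibition above a set limit, near 3 SD of compounds lacking own fluorescence, cut at about 54% in these data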;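 also: plate controls were DMSO wells for no effect and 5 µM unlabelled arrestin peptide for full effect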
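test system = AP2 appendage R879A on GSH beads | buffer or medium = PBS plus Tween 20 (0.05%) and BSA (0.1%) | incubation = 12 min plus 1 h, RT | detection = bead flow cytometry, FITC channel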
PKA-R2B act: activators of PKA-R2B holoenzyme, primary screen, biochemical, fluorescence polarization, Cy5-IP20, human; cAMP-dependent protein kinase catalytic subunit beta (Homo sapiens) + cAMP-dependent …; PKA-R2B holoenzyme dissociation; R2B truncated from residue 108, S112A mutant; 0% DMSO only, 100% 113 µM cGMP; activation, % at 11.4 µM; 340,000 compounds, 0.079% hits; AID 504700, 2011;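 active = activation above a cutoff set at the mean over all compounds plus 3 SD, cut at about 18% in these data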;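 also: higher means more holoenzyme dissociation and a rise in polarization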
Target sequence (P31323 whole entry, looked up, other chains not shown, the tested form may be a part): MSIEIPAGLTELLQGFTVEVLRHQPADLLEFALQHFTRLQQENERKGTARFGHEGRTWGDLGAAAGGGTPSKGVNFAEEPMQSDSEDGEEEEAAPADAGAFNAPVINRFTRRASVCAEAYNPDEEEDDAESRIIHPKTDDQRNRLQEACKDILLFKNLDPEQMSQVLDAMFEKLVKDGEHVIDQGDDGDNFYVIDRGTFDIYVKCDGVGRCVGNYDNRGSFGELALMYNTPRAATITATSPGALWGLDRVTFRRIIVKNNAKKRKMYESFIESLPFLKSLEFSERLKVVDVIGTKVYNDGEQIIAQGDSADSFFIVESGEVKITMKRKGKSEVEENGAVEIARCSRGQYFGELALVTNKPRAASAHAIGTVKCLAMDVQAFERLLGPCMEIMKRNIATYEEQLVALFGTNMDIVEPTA
* marks the source's active call; other numbers are inactive results; x = not tested or not shown.

SMILES	SR-BI uptake up	NSD2 HMT inh	Keap1-Nrf2 PPI	LANA DNA inh	PvdQ inh	SR-BI HDL uptake	RTF Ca sens inh	DAGLB inh	Arr AP2 block	PKA-R2B act
O=C(CN1C(=O)C2C3C=CC(C3)C2C1=O)NCC1COc2ccccc2O1 (configuration not stated)	9	x	0	0.8	3	-9	-11	1	10	6
Cc1cc(NC(=O)C2C3C=CC(C3)C2C(=O)O)no1 (configuration not stated)	12	5	-1	0.3	-1	-12	4	-2	22	4
F[B-](F)(F)c1cnc2ccccc2c1	-10	x	-2	1.7	-6	10	1	-2	-8	14
Cc1ccc(C(=O)Nc2ccccc2C(=O)NCc2cccnc2)cc1	-8	-1	2	0.0	9	8	-15	-1	28	-2
O=c1cc(-c2ccccc2Cl)oc2c(NS(=O)(=O)c3cccc4nsnc34)ccc(O)c12	21	x	-4	2.1	-1	-21	2	4	2	1
CC1S/C(=N/N=C2CCC(C(C)(C)C)CC2)NC1=O (configuration not stated)	-18	-2	-4	0.1	-6	18	9	1	-3	10
COc1cc2ccccc2cc1C(=O)N1CCN(C(C)=O)CC1	2	1	0	0.2	-2	-2	-12	-3	21	-6
N#Cc1c(Nc2ccccc2)sc(C(=O)C2CC2)c1N	-25	-3	-2	1.8	-6	25	0	0	4	0
Cc1ccc(C)c(N2CCN(C(=O)c3cc(S(=O)(=O)N4CCOCC4)cn3C)CC2)c1	-24	x	-1	-1.2	-1	24	-4	2	22	2
Cn1nc(-c2ccc(C(=O)Nc3cccnc3)cc2)c2ccccc2c1=O	-51	-2	-4	1.6	-11	51	-9	0	-3	7
O=C(COC(=O)CNC(=O)c1ccc(Cl)cc1)Nc1ccc2c(c1)OCCO2	21	1	-2	0.2	-13	-21	10	-3	-1	-13
CN1CCN(CCNC(=O)Nc2ccccc2[N+](=O)[O-])CC1	8	-5	2	-0.7	1	-8	-6	-6	-2	-1
Cc1ccc(C2(C(F)(F)F)NC(=O)N3C(=C2C#N)Nc2ccccc23)cc1 (configuration not stated)	15	-1	-2	0.9	-9	-15	-1	12	0	-4
O=[N+]([O-])c1ccc(/C=N/NC(=S)Nc2ccc(Cl)cc2Cl)s1	x	4	1	-0.7	-9	x	-7	11	-21	-1
O=C(O)CCN1C(=O)CC2(CCCCC2)C1=O	5	-2	-9	-0.8	-7	-5	0	0	-4	3
Cc1cc(C)cc(NC(=O)CSc2nnc(Cc3cccn3C)n2-c2ccc(F)cc2)c1	7	x	-8	-1.7	-16	-7	-9	1	-5	-1
O=C(NCc1ccc(F)cc1)C(=O)NCC1OCCN1C(=O)c1ccc(Cl)cc1 (configuration not stated)	12	x	6	0.1	-1	-12	-5	1	18	13
O=C(NC12CC3CC(CC(C3)C1)C2)N1CCN(c2ccccn2)CC1	3	-1	-6	0.0	13	-3	1	2	3	4
O=C(O)CCC(=O)N1N=C(c2ccc(Br)cc2)CC1c1cccs1 (configuration not stated)	5	1	-3	0.6	-3	-5	0	1	17	0
COc1ccc2[nH]cc(S(=O)(=O)c3ccc(F)cc3)c(=O)c2c1	3	x	6	-0.2	-11	-3	-5	2	-1	-6
COC(=O)[C@H]1C[C@@H]1[C@H](NC(=O)c1cccnc1)c1ccccc1	x	x	-2	0.8	-8	x	-2	1	-6	-1
O=C(c1cc(COc2ccc(F)c(F)c2)on1)N1CCSCC1	15	-5	5	-1.4	-1	-15	-4	0	-13	4
O=C(NCc1ccco1)C1CCN(c2ccc(N3CCOCC3)nn2)CC1	59	x	0	-1.4	0	-59	-6	-2	23	6
COCCS(=O)(=O)N(Cc1ccccc1)[C@H](C(=O)OC)C(C)C	26	x	-5	-2.9	-1	-26	0	2	-11	10
Nc1nc(-c2ccccc2)c(-c2ccccc2)s1	-1	6	-2	2.4	-19	1	-6	-3	2	-3
SMILES	SR-BI uptake up	NSD2 HMT inh	Keap1-Nrf2 PPI	LANA DNA inh	PvdQ inh	SR-BI HDL uptake	RTF Ca sens inh	DAGLB inh	Arr AP2 block	PKA-R2B act
Cc1ccccc1OCc1nnc(SCC(=O)Nc2c(C)n(C)n(-c3ccccc3)c2=O)n1-c1ccccc1	-33	0	-2	2.4	0	33	-14	0	16	1
Nc1nonc1C(=Nc1ccccc1)NO	9	-3	-2	0.7	0	-9	-2	-2	7	1
C/C(CCc1ccc2c(c1)OCO2)=N\N=C1\NC(=O)CC(C(=O)Nc2ccc(C(=O)O)cc2)S1 (configuration not stated)	x	4	-1	-1.1	-2	x	-4	3	40	-2
Cc1cccc(-n2c(N)cc(=O)nc2SCC(=O)Nc2ccccc2)c1	14	-6	-4	0.0	0	-14	1	4	6	-8
Cc1ccc(NC(=O)CN(C)C(=O)c2cc(-c3ccccc3)nn2-c2ccccc2)cc1	-8	-1	-2	-0.1	-6	8	10	-2	-1	-3
Cc1cc(C)c(OCCN2C(=O)NC(C)(C)C2=O)c(Cl)c1	3	1	-7	0.4	-8	-3	-9	0	-2	1
Cc1noc(C)c1COc1cccc(C(=O)N(C)Cc2nc3ccccc3c(=O)[nH]2)c1	9	-2	4	2.6	-1	-9	1	1	2	12
CCOc1ccc(S(=O)(=O)NCCC(=O)NCC(c2ccc(OC)cc2)N2CCCC2)cc1 (configuration not stated)	-3	-1	-6	1.2	-14	3	7	1	-13	-6
COc1ccc(CCN(C)C(=O)/C=C/c2c(Cl)nc3ccccn23)cc1OC	7	-3	-2	1.0	-7	-7	-10	0	-23	-4
Cn1c(CN2CCOCC2)nnc1SCc1ccccc1	19	0	-2	-1.1	-7	-19	-1	-1	4	5
CCOc1ccc(C(C)C)cc1S(=O)(=O)n1ccnc1C	4	-8	3	0.0	-2	-4	-2	0	48	-1
COc1cc(C(=O)NC(=S)N(CCc2ccccc2)CCc2ccccc2)cc(OC)c1OC	x	0	-3	1.4	-8	x	0	-18	2	-11
Cc1[nH]c(C)c(S(=O)(=O)Nc2cccc(Cl)c2C)c1C(=O)N1CCCC1	16	2	-4	0.3	-6	-16	-4	0	0	4
O=C1NC(=Nc2ccccc2)S/C1=C\c1cccnc1	-4	0	3	2.4	-7	4	0	4	8	-4
OC(Cc1ccncc1)(c1ccccc1)c1ccccc1	4	x	28*	-1.4	-12	-4	-7	0	-5	-9
O=C(CCC(=O)Nc1nnc(C2CCCCC2)s1)NCc1ccc(F)cc1	20	-4	4	-0.3	-1	-20	-8	-2	16	-5
Cc1ccc(N=Cc2c(O)n(-c3ccc4c(c3)OCO4)c(=O)c3ccccc23)cc1	6	0	-1	4.0	-19	-6	-7	1	2	-2
O=C(CCC1CCCCC1)NCCN1CCOCC1	11	-3	2	-3.4	11	-11	0	1	11	1
O=c1[nH]ncn1-c1ccccc1C(F)(F)F	18	2	-2	-3.4	3	-18	-9	-1	2	-2
COc1ccc(S(=O)(=O)NCC(c2cccnc2)N2CCN(c3ccccc3)CC2)cc1C (configuration not stated)	-4	3	-1	-1.4	9	4	-6	3	9	-3
CC12CC(NC(=O)N1Cc1ccccc1)c1ccccc1O2 (configuration not stated)	18	1	0	-0.2	-7	-18	1	0	9	3
Cc1ccc(NC(=O)NC(=O)CN2CCC(C(N)=O)CC2)c(C)c1	14	-12	-8	1.6	20	-14	-13	-2	4	-2
CC1CN(C(=O)c2cc(-c3ccncc3)nc3ccccc23)CC(C)O1 (configuration not stated)	-4	-7	-5	2.5	-3	4	-5	5	-5	11
COc1cc(/C=N\NC(=O)c2ccccc2F)ccc1Oc1ccc([N+](=O)[O-])cn1	-34	1	-6	0.4	-6	34	-8	3	1	-9
CN1CCN(c2nc(-c3cccs3)cs2)CC1	22	13	-3	-0.9	-1	-22	-12	0	-18	6

Just Arr AP2 block and NSD2 HMT inh (2 entries from above):
mol,Arr AP2 block,NSD2 HMT inh
O=C(NCc1ccco1)C1CCN(c2ccc(N3CCOCC3)nn2)CC1,23,x
O=C(CN1C(=O)C2C3C=CC(C3)C2C1=O)NCC1COc2ccccc2O1 (configuration not stated),10,x

(listing goes on)
SMILES	SR-BI uptake up	NSD2 HMT inh	Keap1-Nrf2 PPI	LANA DNA inh	PvdQ inh	SR-BI HDL uptake	RTF Ca sens inh	DAGLB inh	Arr AP2 block	PKA-R2B act
COc1ccc([N+](=O)[O-])cc1NC(=O)CC1SC(=Nc2cccc(C)c2C)N(/N=C(\C)c2ccc(C)cc2)C1=O (configuration not stated)	-36	-2	-4	-0.7	-7	36	-5	-2	3	-4
O=C(NC(=S)Nc1ccc(NC(=O)c2ccccc2)cc1)c1ccc(F)cc1	-47	-6	1	-1.6	-3	47	-2	0	5	-9
Cc1noc(C)c1S(=O)(=O)N1CCC(C(=O)NC2CCN(Cc3ccccc3)CC2)CC1	5	x	-4	-0.4	6	-5	-1	-1	-5	-7
Cc1cc(NC(=O)C(=O)c2cn(C)c3ccccc23)no1	-29	1	-5	-0.1	1	29	-10	-2	38	0
COC(=O)c1ccc(NC(=S)N2CCC(C(N)=O)CC2)cc1	29	0	-2	-0.5	-15	-29	-4	-1	-33	-11
Cc1ccccc1-n1c(SCc2c(C)noc2C)nnc1-c1c[nH]c2ccccc12	-15	0	1	-1.3	16	15	-2	1	-2	-13
COc1ccc(C2C(=O)N(C3CCCCC3)CC(=O)N2CCc2ccccc2)cc1OC (configuration not stated)	16	10	-1	-0.4	-4	-16	-10	-2	-3	5
CCOC(=O)C1CCN(C(c2cc3ccc(C)cc3[nH]c2=O)c2nnnn2C2CCCCC2)CC1 (configuration not stated)	14	1	-1	0.2	4	-14	2	3	10	3
O=C(O)COc1ccccc1/C=N/NC(=O)c1cccc(S(=O)(=O)N2CCOCC2)c1	11	-2	-2	-0.6	-7	-11	4	0	-7	1
C=Cc1cc2c(cc1O)CCC1C2CCC2(C)C(O)CCC12 (configuration not stated)	-10	-2	0	1.9	5	10	-7	-3	27	-6
COc1ccc(/C=C/C(=O)OCC(=O)Nc2c(C)cccc2C)cc1	15	-3	-5	0.4	-10	-15	-4	-2	-8	-13
Cc1cccc(C)c1NC(=S)N(C)CCc1ccccn1	13	0	-4	-1.4	-9	-13	4	-2	-4	-9
